High-throughput results: PubChem, several laboratories
MOR-DOR ag = agonists of human mu-delta opioid receptor heterodimerization | P35372+P41143 | cells, OPRM1-OPRD1 heterodimerization, luminescence | activation, % at 9.3 µM | 340,000 tested, 0.3% active | AID 504326; in the data active = activation above about 18%;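 also: 0% = vehicle-treated cells and 100% = reference agonist; values of inactives mirror those of a sister screen read the other way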
Target sequence (P35372 whole entry, looked up): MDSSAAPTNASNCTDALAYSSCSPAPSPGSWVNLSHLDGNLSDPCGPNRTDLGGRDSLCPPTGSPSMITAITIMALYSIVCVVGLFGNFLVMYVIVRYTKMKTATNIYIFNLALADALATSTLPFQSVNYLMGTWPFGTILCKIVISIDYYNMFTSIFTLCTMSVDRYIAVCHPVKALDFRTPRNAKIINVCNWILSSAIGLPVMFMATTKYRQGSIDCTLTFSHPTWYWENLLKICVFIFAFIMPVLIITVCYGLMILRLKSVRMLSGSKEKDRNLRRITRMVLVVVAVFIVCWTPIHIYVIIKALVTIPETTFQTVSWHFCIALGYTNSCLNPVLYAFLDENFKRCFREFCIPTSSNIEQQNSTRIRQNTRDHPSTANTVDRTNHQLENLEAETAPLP
Target sequence (P41143 whole entry, looked up): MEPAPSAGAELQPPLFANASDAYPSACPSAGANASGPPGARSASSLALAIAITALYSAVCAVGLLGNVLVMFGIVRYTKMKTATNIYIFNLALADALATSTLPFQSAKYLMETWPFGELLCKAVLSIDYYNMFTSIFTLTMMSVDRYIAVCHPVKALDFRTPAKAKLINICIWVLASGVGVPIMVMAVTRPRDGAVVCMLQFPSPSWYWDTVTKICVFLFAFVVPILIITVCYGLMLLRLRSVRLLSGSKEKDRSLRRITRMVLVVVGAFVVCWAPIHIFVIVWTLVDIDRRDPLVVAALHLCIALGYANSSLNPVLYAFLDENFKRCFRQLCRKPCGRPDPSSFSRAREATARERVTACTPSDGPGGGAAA
Mot1-301 SUMO = blocks SUMOylation pathway, rescuing yeast Mot1-301 growth; 320,000 tested, 1% active; S. cerevisiae Mot1-301 growth rescue, ATP luminescence, 38.5C; percent above DMSO median, 100 means doubled; growth rescue, % at 18.8 µM; AID 2716;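 active = every valid replicate shows activation above 250% relative to neutral control wells; inactive = the rest, any valid replicate at or below 250%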;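 also: OY570 slx delta 5 strain wells were the positive control but not used for scaling; some compounds called inactive have numbers as strong as hits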
PKA-R1A activ = activates the PKA-R1A holoenzyme complex; 340,000 tested, 0.083% active; activation, % at 11.4 µM; PKA-R1A dissociation, Cy5-IP20 fluorescence polarization; scaled: DMSO 0%, 113 µM cGMP 100%;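 active = percent activation above the mean of all tested compounds plus 3 SD, cut at about 19% in these data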;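 also: higher means more PKAc released from R1A so a rise in polarization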
MOR-DOR inv ag = inverse agonist of human OPRM1-OPRD1 heterodimerization | AID 504357 | 340,000 tested, 0.21% active | inhibition, % at 9.3 µM | cell-based MOR-DOR heterodimer luminescence, inverse agonism; in the data active = inhibition above about 22%, passing the limit was not always enough;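 also: 0% = cells with DMSO and 100% = wells without cells with DMSO; values of inactives mirror those of a sister screen read the other way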
AddAB inh = less growth of phage-infected E. coli with AddAB; 330,000 tested, 0.29% active; AID 435030; E. coli expressing H. pylori AddAB, absorbance growth; inhibition, % at 11.9 µM; in the data active = inhibition above about 12%;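 also: 0% = vehicle wells of infected cells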
PfHsp90 yeast 2 = inhibits growth of yeast expressing Plasmodium falciparum Hsp90. AID 504621. inhibition, % at 9.4 µM. S. cerevisiae expressing PfHsp90, BacTiter-Glo ATP, 48 h; yeast lacking PDR1 and PDR3 efflux regulators. 310,000 tested, 0.32% active;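 active = every replicate shows inhibition above about 80%, whatever the replicate mean, limit read from the data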;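 also: 0% = DMSO neutral controls and 100% = 20 µM radicicol positive controls; yeast relying on Plasmodium falciparum Hsp90 in place of its own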
phage Ecoli inh = E. coli growth loss with phage present; 360,000 tested, 0.26% active; inhibition, % at 11.9 µM; growth absorbance; AID 651602; in the data active = inhibition above about 11%
E coli growth = counter-screen for AddAB inhibitors: E. coli growth inhibition | E. coli V3065 growth, OD600 absorbance, 18 h | inhibition, % at 11.9 µM | 330,000 tested, 0.27% active | AID 449728;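 active = inhibition above the campaign's mean inhibition across all tested compounds plus 3 SD, cut at about 9.9% in these data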;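 also: uninfected addAB+ strain grown without phage in ampicillin broth; 0% = DMSO wells and 100% = ciprofloxacin 0.95 µg/ml wells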
Arrestin-AP2 inh = inhibitors of human beta-arrestin and AP2 interaction; FITC-arrestin peptide / GST-AP2 beads, flow cytometry; AP2 beta2 appendage carries R879A mutation; inhibition, % at 10 µM; 340,000 tested, 0.31% active; AID 504490;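 active = inhibition above a set limit, near 3 SD of compounds lacking own fluorescence, cut at about 54% in these data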;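 also: plate controls were DMSO wells for no effect and 5 µM unlabelled arrestin peptide for full effect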
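Material – GST-tagged AP2 beta2-adaptin appendage (R879A) on 4 µm glutathione beads · Probe or stimulus – fluorescein-tagged arrestin peptide at 50 nM final · Timing – 12 min plus 1 h, RT · Detection – bead flow cytometry, FITC channel · Read-out basis – inhibition as reduced fluorescein signal on beads, percent · Medium – PBS plus Tween 20 (0.05%) and BSA (0.1%)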
Tat transport = E. coli Tat transport inhibition. AID 488895. inhibition, % at 10 µM. E. coli MC4100 TorA-mCherry Tat export, fluorescence. 340,000 tested, 0.036% active;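 active = mean replicate inhibition at least 50% and at least half of replicates individually reaching 50%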;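 also: exported cargo escapes ClpAP degradation while cytoplasmic cargo is degraded and loses fluorescence; 0% = median of neutral control wells and 100% = median of NaSCN control wells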
Pemphigus Ab inh = inhibitors of pemphigus antibody binding to human desmoglein-3. P32926. DSG3-coupled beads, scFv-anti-DSG3-GFP binding, flow cytometry; stronger effect = lower value. binding (percent of control), % at 10 µM. 310,000 tested, 0.48% active. AID 588358;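 active = binding more than 3 SD below its plate's average and above zero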;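 also: hits lower antibody fragment binding to DSG3; some compounds called inactive have numbers as strong as hits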
The depositor's hits bear a star; i = inactive; nt = no result given; & = joins results of further samples.

SMILES	MOR-DOR ag	Mot1-301 SUMO	PKA-R1A activ	MOR-DOR inv ag	AddAB inh	PfHsp90 yeast 2	phage Ecoli inh	E coli growth	Arrestin-AP2 inh	Tat transport	Pemphigus Ab inh
FC(F)(F)c1ccc(N2CCOCC2)c(Nc2nc3ccccc3n3cnnc23)c1	-1.8	-1	1	9	0.0	-55	nt	0.5	-6	0	104
O=C(CN1C(=O)COc2ccc(S(=O)(=O)N3CCCCC3)cc21)NCc1ccc(Cl)cc1	0.1	20	3	0	0.2	-3	1.3	-3.0	4	4	88
CCC(C)c1ccccc1NC(=O)C(C)N(C)Cc1cccc(OC)c1 (centres undefined)	7.5	nt	-2	-35	-0.6	17	-1.1	-2.8	-2	12	107
COc1ccc(Cl)cc1Nc1nc(N)c2ccccc2n1	4.0	-10	-9	-20	5.1	11	-0.4	-1.6	21	6	120
COc1ccc(C2C(C#N)=C(N)OC3=C2C(=O)CC(C)(C)C3)c(OC)c1OC (centres undefined)	-1.0	-21	-3	6	-0.4	-7	-1.0	-1.8	7	4	90
CCOC(=O)C1(CCOc2ccccc2)CCN(Cc2ccc(NC(C)=O)cc2)CC1	92*	110	5	i	-1.7	-12	4.7	-2.5	27	-11	83
COc1ccc(C(c2nnnn2CCc2ccccc2)N2CCN(C3CCCC3)CC2)cc1 (centres undefined)	-1.1	-10	-3	7	1.0	-5	1.6	-0.4	6	7	101
CCCCCCCN1CCN=C1N(C)C	-1.0	12	-4	6	4.9	-18	2.5	6.1	0	-5	103
O=Cc1ccc(N2CCCCC2)cc1	-1.4	2	-1	7	2.5	8	2.8	-0.5	9	-2	107
Cc1nnc(SCc2cc(=O)[nH]c(N3CCCCC3)n2)s1	-2.8	0	8	14	0.5	-9	3.0	-0.1	8	0	111
COCCSc1ccccc1C(=O)N1CCCC(C)C1 (centres undefined)	-2.3	-10	-7	12	0.6	-2	4.0	2.4	-12	1	101
N#Cc1ccccc1CSc1nc2ncc(Br)cc2[nH]1	-2.7	22	7	15	2.5	6	0.9&0.6	-0.3	25	-9	96
Cc1cccc(N/C(N)=N/c2nc3c(c(=O)[nH]2)CCCC3)c1	-0.8	8	-1	4	2.9	21	1.6	0.5	-2	-9	100
CNc1cc(C)nc(N2CCOCC2)n1	-0.7	98	-3	4	-0.6	21	3.7	-3.6	-4	-1	113
O=C(NCCc1ccc(Cl)cc1)C1CCC(CNc2nc(=S)[nH]c3ccccc23)CC1 (centres undefined)	33*	30	9	-175	1.4	-17	2.0	-0.2	-21	-9	99
COc1ccc(N2CCN(CC(=O)Nc3ccccc3C(=O)NCc3ccccc3)CC2)cc1	4.6	nt	6	-19	2.6	3	-0.1	-2.4	8	-3	111
COc1cc(/C=C/C(=O)OCC(=O)N2CCOCC2)ccc1OCC#N	-3.0	-6	0	14	-1.1	nt	1.7	-1.0	-4	-6	113
CC1=C(C)CC(C(=O)Nc2nc(-c3ccc(F)cc3)c(C)s2)C(C(=O)O)C1 (centres undefined)	-0.4	-6	-13	2	3.0	0	4.0	-1.6	27	-6	nt
CCc1nc2ccc(C(=O)NC3CCC(C)CC3)cc2nc1CC (centres undefined)	0.7	1	-3	-4	0.9	-18	-2.2	-0.2	8	-2	nt
COc1cccc(-c2ccc(NC(=O)C3CCCN(Cc4cnn(C)c4)C3)cc2)c1 (centres undefined)	-0.8	-6	1	4	2.4	10	-3.6	-0.5	3	5	nt
Cc1ccc(-c2noc(COc3ccc4c(c3)OCO4)n2)cc1	-1.8	-1	-8	10	0.0	15	0.8	0.5	0	-1	102
CN(C)C1=C(Cl)C(=O)N(c2ccc(Cl)c(Cl)c2)C1=O	6.7	-16	-5	-35	-1.2	15	2.3	-1.7	-9	0	92
CCn1c2ccccc2c2cc(NC(=O)c3ccc([N+](=O)[O-])cc3)ccc21	1.6	12	-1	-8	1.1	nt	1.7	2.3	-4	1	101
N#Cc1c(-c2ccco2)ccn(Cc2cccc(F)c2)c1=O	-2.7	1	-14	13	-1.7	3	-1.2	-2.5	-6	-2	109
O=C(CSc1ccc(-c2cccs2)nn1)Nc1ccccc1	3.2	16	-2	-15	7.1	-27	2.4	1.5	0	-6	107

A different layout for some results above.
structure,MOR-DOR ag,Mot1-301 SUMO,PKA-R1A activ,MOR-DOR inv ag,AddAB inh,PfHsp90 yeast 2,phage Ecoli inh,E coli growth,Arrestin-AP2 inh,Tat transport,Pemphigus Ab inh
Cc1ccc(-c2noc(COc3ccc4c(c3)OCO4)n2)cc1,-1.8,-1,-8,10,0.0,15,0.8,0.5,0,-1,102
CCn1c2ccccc2c2cc(NC(=O)c3ccc([N+](=O)[O-])cc3)ccc21,1.6,12,-1,-8,1.1,nt,1.7,2.3,-4,1,101
COc1ccc(Cl)cc1Nc1nc(N)c2ccccc2n1,4.0,-10,-9,-20,5.1,11,-0.4,-1.6,21,6,120

More entries.
SMILES	MOR-DOR ag	Mot1-301 SUMO	PKA-R1A activ	MOR-DOR inv ag	AddAB inh	PfHsp90 yeast 2	phage Ecoli inh	E coli growth	Arrestin-AP2 inh	Tat transport	Pemphigus Ab inh
Cc1cc(C(=O)C(=O)O)c(C)n1-c1ccc(Cl)c(Cl)c1	-3.0	7	-6	16	2.7	-34	4.6	-2.6	-3	-2	109
CN(N=Nc1nc[nH]c1C(=O)NN)C1CCCCC1	-0.5	nt	-14	3	nt	-11	1.5	nt	23	3	nt
Cc1cc(C(F)(F)F)nn1CC(=O)N1CCOCC1	-3.5	-3	-9	16	1.1	4	0.6	2.0	-10	25	125
CCOC(=O)C1(S(=O)(=O)c2ccc(Cl)cc2)CCN(Cc2ccc(Cl)cc2)CC1	0.1	12	-13	0	1.4	0	3.4	1.8	-5	14	97
Cn1c(N2CCN(C(=O)NCc3ccccc3)CC2)nc2ccccc21	-1.1	165	1	6	-0.4	-13	3.0	-0.6	34	9	nt
C/C(=N\NC(=O)c1cccc(N/N=C(\C)c2cc(O)ccc2O)c1)c1cc(O)ccc1O	2.1	7	4	-13	2.0	-20	4.0	0.5	27	-1	83
Cc1ccc(C(CNS(=O)(=O)c2ccc(C)cc2)N2CCN(C)CC2)cc1 (centres undefined)	-2.2	-9	0	14	3.0	-1	0.9	1.5	-1	-1	99
CCOC(=O)NN1C(=O)c2ccccc2NC12CCCC2	1.3	4	-13	-7	3.3	2	3.5	1.9	7	-2	108
Cc1ccc(S(=O)(=O)N2CCN(C(=O)CN3C(=O)NC(C)(CCC(C)C)C3=O)CC2)c(C)c1 (centres undefined)	1.0	nt	4	-4	nt	nt	3.2	nt	21	3	102
O=c1[nH]c2ccccc2cc1CN(Cc1cccnc1)S(=O)(=O)c1ccc(Cl)cc1	-3.4	-11	0	17	-0.2	-8	3.2	1.9	35	-3	105
Cc1nc2c(ccc3nc(NC(=O)Cc4ccccc4)sc32)s1	-0.5	-7	-8	3	2.6	6	1.8	0.3	14	4	100
COc1ccc(OCC(=O)N2N=C(C(F)F)CC2(O)C(F)F)cc1 (centres undefined)	-0.2	-3	-4	1	4.9	16	4.2	0.3	6	-3	107
COc1ccc(CNC(=O)C2CCN(S(=O)(=O)N3CC(C)CC(C)C3)CC2)cc1 (centres undefined)	-0.3	12	2	1	3.2	-3	-3.9	0.8	1	2	102
S=c1[nH]nc(-c2ccn[nH]2)n1-c1ccccc1Cl	-1.3	404	-4	7	1.0	-1	1.1	-0.2	9	0	115
COc1ccccc1C(=O)Nc1ccc(OCc2nnc3c4ccccc4c(C)nn23)cc1	-2.4	-4	-16	11	-2.6	-27	1.5	-2.5	0	-4	90
Cc1cccc(C(=O)NCCNc2nc3cc(C)c(C)cc3cc2C)c1	-0.7	-20	-3	3	1.7	33	5.9	-1.4	-2	3	96
COc1ccc(-n2c(SCC(=O)Nc3ccc(C(=O)O)cc3)nnc2-c2cccs2)cc1	-2.9	14	4	17	-2.1	nt	2.2	0.9	-2	-13	103
Cc1c(Cl)cccc1-c1ccc(CNCc2ccccn2)o1	1.9	32	0	-9	-0.3	-4	-2.7	-3.6	5	-1	104
CCC(C)(C(=O)NC1CCCC1)N(C(=O)c1ccccn1)c1ccc(C)cc1 (centres undefined)	-2.9	653*	-4	18	3.0	-12	-1.4	0.2	20	1	nt
COc1ccc(OC)c(S(=O)(=O)n2nnc3cc(Cl)ccc32)c1	-1.5	-11	3	9	-1.3	-3	1.6	-1.7	-58	5	107
CCCNC(=O)[C@@H]1CCCN1C(=O)[C@@H]1Cc2ccccc2CN1	-2.4	-3	12	12	0.6	5	0.6	-0.5	6	-5	106
Cc1ccc(C)c(NC(=O)COC(=O)CC2CC3CCC2C3)c1 (centres undefined)	4.7	0	8	-24	-0.5	8	1.2	-1.4	32	7	88
Cc1c(C#N)c2ccccc2n1CC(=O)NCc1ccccc1	-1.5	15	-1	8	3.1	-6	0.6	-1.1	5	-4	101
O=C(CSc1nnc(-c2cccnc2)o1)Nc1nccs1	-1.4	-10	5	7	-2.2	4	-1.8	-2.6	1	-5	96
CC1(C)Cc2c(cnn2-c2cccc(F)c2)C(NC(=O)Cn2cccn2)C1 (centres undefined)	-1.2	-9	-1	6	nt	30	2.1	nt	4	-6	114
Cc1cc(OC(=O)c2c(C)cc(O)cc2O)cc(O)c1C(=O)O	-2.8	-7	-6	14	3.7	-13	2.1	1.8	-3	-2	100
O=C(CC1NC2CCCCC2NC1=O)Nc1cccc(C(F)(F)F)c1 (centres undefined)	5.0	12	9	-29	3.1	nt	1.1	-0.9	22	14	nt
CCCCC(C)Sc1nc2c([nH]1)c(=S)n(C)c(=O)n2C (centres undefined)	-1.2	nt	-4	6	nt	-87	0.2	nt	-1	4	95
Nc1cccc(Oc2ccc3c(c2)C(=O)NC3=O)c1	-2.3	9	6	11	-3.0	4	-1.4	-1.6	-7	-12	123

Record cards, as listed above. Values in the order: MOR-DOR ag, Mot1-301 SUMO, PKA-R1A activ, MOR-DOR inv ag, AddAB inh, PfHsp90 yeast 2, phage Ecoli inh, E coli growth, Arrestin-AP2 inh, Tat transport, Pemphigus Ab inh
Profile of `O=c1[nH]c2ccccc2cc1CN(Cc1cccnc1)S(=O)(=O)c1ccc(Cl)cc1` : -3.4, -11, 0, 17, -0.2, -8, 3.2, 1.9, 35, -3, 105
Profile of `Nc1cccc(Oc2ccc3c(c2)C(=O)NC3=O)c1` : -2.3, 9, 6, 11, -3.0, 4, -1.4, -1.6, -7, -12, 123
Profile of `CCC(C)(C(=O)NC1CCCC1)N(C(=O)c1ccccn1)c1ccc(C)cc1` (centres undefined) : -2.9, 653*, -4, 18, 3.0, -12, -1.4, 0.2, 20, 1, nt
